# Screening results from PubChem BioAssay.
# GAA glycogen mod – alters human alpha-glucosidase cleavage of glycogen | Potency, µM (titrated, usually from 76.4 µM), for inactives: top-dose activity change, negative = inhibition, most hits filed as inhibitors | AID 2100 | P10253 | recombinant GAA, glycogen substrate, Amplex Red glucose oxidase fluorescence | 300,000 tested, 0.38% active;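 note: 0% = full enzyme reaction and -100% = no-enzyme basal signal; the screen sought inhibitors and activators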
#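 Recombinant human alpha-glucosidase (4 nM final) hydrolysed bovine liver glycogen (30 ug) for 40 min at 37 C in pH 5.0 citrate/phosphate with 0.01% Tween-20. Released glucose detected by glucose oxidase/Amplex Red, Ex 573/Em 610 nm. Compounds up to 77 uM; AC50 from Hill fits.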
# RGS12 GoLoco inh – RGS12 GoLoco-Gai1 interaction inhibition; P63096; Gai1:RGS12 GoLoco peptide FP, rhodamine, 10 min; 230,000 tested, 0.44% active; Potency, µM (highest dose often 61.6 µM), for inactives: at the highest dose activity, negative = inhibition, most hits filed as inhibitors; active = well fitted inhibition curve with a large enough effect, not every such curve was filed as active; inactive = no such curve, though single readings can be large or run the other way; note: % is set by controls: 0 for no effect and ±100 for the full control effect; nearly all actives have a fitted effect of over 30% in size; many of its hits are not listed in these tables
# Target sequence (P63096 whole entry, looked up): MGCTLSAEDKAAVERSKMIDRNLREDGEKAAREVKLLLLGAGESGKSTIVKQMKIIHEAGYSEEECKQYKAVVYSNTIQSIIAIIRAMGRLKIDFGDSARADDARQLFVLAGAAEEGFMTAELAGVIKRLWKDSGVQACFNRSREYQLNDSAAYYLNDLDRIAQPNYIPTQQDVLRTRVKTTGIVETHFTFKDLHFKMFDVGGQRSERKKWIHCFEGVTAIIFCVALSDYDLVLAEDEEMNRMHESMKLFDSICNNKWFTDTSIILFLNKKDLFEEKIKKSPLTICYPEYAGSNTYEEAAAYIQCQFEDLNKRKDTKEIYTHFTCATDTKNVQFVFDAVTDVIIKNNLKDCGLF
# HttQ103 aggreg – reduces HttQ103-GFP aggregates in PC12 cells; PC12 HttQ103-GFP aggregates, Acumen cytometry, 40 h; Potency, µM (titrated, usually from 46.1 µM), for the others: at the highest dose activity change, negative = inhibition, most hits filed as inhibitors; 220,000 tested, 1.1% active; note: % is set by controls: 0 for no effect and ±100 for the full control effect; nearly all actives have a fitted effect of over 60% in size
#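 Aggregates are detected as GFP objects 1–25 µm with signal 6 STDEV over background in lysates of induced PC12 cells. These carry Huntingtin exon 1 with 103 glutamines fused to GFP under an ecdysone promoter; compounds titrated.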
# aGlu spleen mod – lysosomal alpha-glucosidase (human) modulation | Potency, µM (top dose mostly 79.9 µM), inactives show at the top dose activity change, negative = inhibition, actives largely listed as inhibitors | human spleen homogenate, 4-MU-alpha-glucoside fluorescence | 240,000 tested, 0.006% active | AID 2112;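 note: 0% = enzyme with vehicle and -100% = no enzyme basal signal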
#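 Enzyme source: human spleen homogenate, 1 ug/well. Buffer 50 mM citric acid/K phosphate pH 5.0, 0.01% Tween-20. 4-MU-alpha-glucoside 1 mM; 37 C x 40 min; NaOH/glycine stop; fluorescence.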
# GAA inh – inhibitors of human lysosomal alpha-glucosidase; AID 1466; purified human GAA, 4-MU-alpha-glucoside fluorescence; Potency, µM (series often up to 76.9 µM), for the others: at the top dose activity change, negative = inhibition, most hits filed as inhibitors; 200,000 tested, 0.005% active;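 note: plate controls were uninhibited enzyme wells for no effect and no-enzyme background for full effect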
#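 Fluorescence at Ex 365/Em 440 nm from 4-methylumbelliferone reported enzyme activity after 20 min at room temperature. Reactions used 4 nM enzyme and 400 uM substrate at pH 5.0; curves fitted with the Hill equation.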
# HTT cytoprotect – Huntington cell model cytoprotection by ATP luminescence | PC12 HTT-Q103 induced, cytoprotection, ATP luminescence, 40 h | AID 1471 | 230,000 tested, 0.14% active | Potency, µM (doses to about 56.4 µM), inactives show cytoprotection (ATP increase), actives largely listed as activators;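 note: % of control where 0% means no effect; nearly all actives have a fitted effect of over 45% in size; toxic huntingtin expression switched on by the ecdysone agonist tebufenozide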
#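 ATP quantification (ATPlite) reports survival of PC12 cells in which tebufenozide, 100 nM final, switches on Htt exon 1 with 103 glutamines linked to GFP; compounds are titrated.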
# IMPase Li cell – membrane-permeable IMPase blocker, potentiated with lithium. CHO-M1 cells, IP1 TR-FRET (IP-One), carbachol + lithium. Potency, µM (series often up to 59.4 µM), for the others: at the highest dose activity, negative = IMPase inhibition, actives largely listed as inhibitors. 210,000 tested, 0.35% active;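 note: IP1 builds up when IMPase is blocked and the TR-FRET signal falls; plate controls were basal vehicle for no effect and high inhibitor control for full effect; nearly all actives have a fitted effect of over 50% in size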
#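 Readout is a homogeneous TR-FRET IP1 immunoassay (Ex 320, Em 665 and 620), where raised cytosolic IP1 lowers signal. Cells were CHO-M1 treated 30 min at 37C with test compounds plus a little lithium; AC50 values came from Hill-equation fitting.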
# * marks the source's active call; other numbers are inactive results; ? = inconclusive; nt = no result given; [ ] = dose if it differs, or a comment. Unless noted, calls come from the whole dose curve; as a rule, active = well fitted curve in the direction sought with a large enough effect; inconclusive = small, poorly fitted or top-dose-only effect, or another doubt; inactive = no such curve, though single readings can be large; an effect the other way counts as inactive or inconclusive. Potency is the fitted concentration of half-maximal effect.
mol	GAA glycogen mod	aGlu spleen mod	RGS12 GoLoco inh	GAA inh	HttQ103 aggreg	HTT cytoprotect	IMPase Li cell
Cc1ccc(-n2ncc3c2ncn2nc(-c4ccco4)nc32)c(C)c1	1%	-3%	9%	5%	-1%	-102%[inhibitor][0.074 µM]	-11%[38.3 µM]
N#CCCN(Cc1ccccc1)C(=O)Nc1ccc(F)cc1	3%	5%	1%	-8%[15.4 µM]	-9%[9.22 µM]	10%[10 µM]	nt
Cc1cccc(NC(=O)C2CCCN(S(=O)(=O)c3cccc4cccnc34)C2)c1 (centres undefined)	-7%	3%	3%	0%[15.4 µM]	0%	3%	1%[38.3 µM]
CCCn1c2c(c(O)c(C(=O)Nc3ccc(OCC)cc3)c1=O)CCCC2	3%	5%	-1%	-3%	-2%	-8%[10 µM]	-7%[38.3 µM]
CC(=O)c1cccc(CN2CCCC(CCC(=O)NCc3ccc(C)o3)C2)c1 (centres undefined)	18%	5%	9%	-2%	1%[9.22 µM]	5%[10 µM]	40%[activator]
Cc1ccc(C(=O)NNC2=NC(C)(C)Cc3ccccc32)cc1	-8%	-1%	4%	nt	6%[9.22 µM]	12%[10 µM]	nt
COc1ccccc1/C=N/NC(=O)c1ccc(NC(=O)c2cccc([N+](=O)[O-])c2)cc1	2%	-4%	-3%	3%	?	-37%[inhibitor]	1%
COc1ccc(-c2nnc(SCC(=O)NC(=O)NCc3ccccc3)o2)cc1	-6%	0%	1%	?	9%	-6%[10 µM]	-28%[38.3 µM]
COc1cccc(CNC(=O)Cc2nc3nc(C)cc(C)n3n2)c1	4%	-7%	-6%	0%	-15%	13%[10 µM]	-5%
COc1nccnc1NS(=O)(=O)c1ccc(NC(=S)NC(=O)/C=C/c2ccccc2)cc1	2%	-5%	-18%	4%	?	12%[10 µM]	-9%
CC(=O)Nc1ccc(S(=O)(=O)Nc2ccc3c(c2)C(=O)OC3)cc1	-18%	-8%	7%	?	?	-22%	4%
CCOc1ccc2nnnn2n1	13%	-5%	4%	-1%	?	11%	-4%[38.3 µM]
COc1cccc(Nc2nc(CC(C)=O)ns2)c1	-1%	-5%	-9%	5%	-11%	-25%	-23%[38.3 µM]
O=C(Cc1ccccc1)NC(=S)Nc1ccc2oc(-c3ccccc3F)nc2c1	-1%	-7%	6%	1%	14%	-40%[inhibitor]	8%[38.3 µM]
CSCCNC(=O)c1cccc(Cl)c1	3%	-3%	10%	0%	12%[9.22 µM]	-1%	1%
Cc1ccccc1C(=O)NC(C)C(c1cccs1)N1CCOCC1 (centres undefined)	1%	-1%	-7%	3%	0%	-11%[10 µM]	21%[38.3 µM]
CC1Cc2cc(/C(O)=C3\C(=O)C(=O)N(CCN4CCOCC4)C3c3ccccc3F)ccc2O1 (centres undefined)	3%	-9%	6%	1%	-18%	1%[0.074 µM]	10µM*
Cc1ccc(OCCCCn2ccnc2C)c(C)c1	4%	-4%	4%	-11%	?	?	14%
CC(C)NCC[C@@H](O)c1cc2ccccc2o1	nt	nt	0%[14.2 µM]	nt	nt	-3%[10 µM]	1%
CC(=O)c1cc2c(cc1NS(=O)(=O)c1ccc(C)cc1)OCCO2	0%	-9%	2%	-16%	-3%	-50%[inhibitor][0.074 µM]	26%[38.3 µM]
O=C1/C(=C/c2c[nH]c3ccccc23)CCC/C1=C\c1c[nH]c2ccccc12	5%	-5%	51%[activator]	-1%	-9%	13%[10 µM]	17%
Cc1ccc(CNC(=O)C2CC(c3ccc([N+](=O)[O-])cc3)=NO2)cc1 (centres undefined)	7%	5%	-5%	3%	-9%	20%	-2%[38.3 µM]
O=C(CSc1nccc(=O)[nH]1)N1c2ccccc2CCc2ccccc21	6%	-18%	1%	-8%	-11%	-15%[10 µM]	-14%[38.3 µM]
COC(=O)Nc1ccccc1C(=O)N1CCN(c2ccc(C)cc2)CC1	6%	-3%	6%	-3%	6%	-39%[10 µM]	1%
CC(=O)c1ccc(N2CCN(S(=O)(=O)c3c(C)[nH]c(=O)[nH]c3=O)CC2)cc1	3%	4%	-2%	-4%	20%	nt	-2%

# IMPase Li cell, entries above that show a hit.
mol | GAA glycogen mod | aGlu spleen mod | RGS12 GoLoco inh | GAA inh | HttQ103 aggreg | IMPase Li cell
CC1Cc2cc(/C(O)=C3\C(=O)C(=O)N(CCN4CCOCC4)C3c3ccccc3F)ccc2O1 (centres undefined) | 3% | -9% | 6% | 1% | -18% | 10µM*

# Going on with the list:
mol	GAA glycogen mod	aGlu spleen mod	RGS12 GoLoco inh	GAA inh	HttQ103 aggreg	HTT cytoprotect	IMPase Li cell
Cc1ccc(S(=O)(=O)N2CCC(C)CC2)cc1[N+](=O)[O-]	4%	5%	19%	10%	nt	nt	14%
CCOC(=O)c1sc2nc(CC(=O)OC)nc(N(C)CCc3ccccn3)c2c1C	-11%	-2%	10%	-1%	-15%	-12%	?
CCN(CC)C(C(=O)Nc1ccc(C(C)C)cc1)c1ccc2c(c1)OCO2 (centres undefined)	-14%	-7%	-7%	-6%	-14%	-25%	-4%[38.3 µM]
CC(C)(C)c1cccc(OCCCSc2ncccn2)c1	3%	-10%	3%	-3%	?	0%	-2%[38.3 µM]
Cc1nc(N)ncc1Sc1ccccc1	5%	-19%	-13%	-4%	-16%[9.22 µM]	9%[10 µM]	nt
Cn1c(Cn2nnc3ccccc32)nnc1SCC(N)=O	8%	-24%	-11%	?	-1%	-5%[10 µM]	12%[38.3 µM]
Cn1nc(-c2ccccc2)c(CSc2cccc(Cl)c2)c1Cl	-2%	-4%	1%	?	-5%	-40%[inhibitor]	45%[activator][38.3 µM]
CCN(CCn1cccn1)Cc1cn[nH]c1-c1ccc(OC)cc1F	6%	-6%	-4%	-4%	-12%	-45%	nt
Cc1csc(NC(=O)CSc2nncn2C)n1	3%	8%	0%	-12%	-15%	-22%[0.074 µM]	18%[38.3 µM]
O=C1NC(=S)S/C1=C\c1ccc(SCc2ccccc2)o1	9%	-9%	11%	-1%	?	9%[10 µM]	3%
COC(=O)/C(=C\C=C\c1ccccc1)NC(=O)c1ccccc1	-14%	nt	6%	-2%	1%	-52%[inhibitor]	0%
O=C(O)/C=C\C(=O)Nc1ccccc1C(=O)NCc1ccccc1	8%	0%	2%	4%	?	18%[1.9 µM]	1%
COC(=O)Cn1nnc(N2CCOCC2)n1	1%	3%	11%	-7%	11%[9.22 µM]	11%[10 µM]	nt
CC(=O)Nc1ccc2c(c1)nc1n2CCOC1	2%	-2%	6%	3%	-1%	-3%	24%[38.3 µM]
COc1ccc(-c2ccnc3ncnn23)cc1	2%	3%	4%	?	-11%	-16%	-23%
COC(=O)c1ccc(NC(=S)NN2CCCCC2c2cccnc2)cc1 (centres undefined)	-13%	-2%	4%	-4%	-5%[9.22 µM]	1%[10 µM]	nt
Cc1onc(-c2c(F)cccc2Cl)c1C(=O)NCc1ccco1	6%	-3%	5%	-6%	19%	6%	7%[38.3 µM]
COc1ccc(-c2ccc(S(=O)(=O)n3nc(OC(=O)c4cccs4)cc3N)cc2)cc1	4%	0%	17%	nt	0%[9.22 µM]	-22%[10 µM]	1%
C/C(=N\O)C(=O)OC1CC(C)CCC1C(C)C (centres undefined)	-16%	1%	-6%	-5%	5%	-1%	1%[38.3 µM]
COc1cc(OC)cc(-n2nnnc2SCC(=O)NCCc2ccc(OC)c(OC)c2)c1	11%	-3%	25%	10%	6%[9.22 µM]	-13%[10 µM]	-8%
CCOC(=O)COc1ccc(S(=O)(=O)c2ccc(OCC(=O)OCC)cc2)cc1	8%	0%	-2%	?	-6%	32%	-4%[38.3 µM]
Cn1c(N)c(C(=O)COc2ccc(Cl)cc2Cl)c(=O)n(C)c1=O	-6%	-2%	13%	-3%	9%	-35%[inhibitor]	?
Cc1ccc(NC(=O)c2c(C(=O)Nc3ccccc3)sc3nc(C)cc(=O)n23)cc1	3%	2%	7%	-1%	?	-21%	-1%
Cn1c(CNC(=O)c2ccc(F)cc2)nc2ccccc21	1%	-4%	-2%	1%	-10%	-6%	14%[38.3 µM]
O=[N+]([O-])c1cc(S(=O)(=O)Nc2ccccc2)ccc1NCc1ccccc1	-12%	5%	1%	-12%	-8%	8%[1.9 µM]	2%

# The closing two records of the part before come first, to join the parts.
mol	GAA glycogen mod	aGlu spleen mod	RGS12 GoLoco inh	GAA inh	HttQ103 aggreg	HTT cytoprotect	IMPase Li cell
Cn1c(CNC(=O)c2ccc(F)cc2)nc2ccccc21	1%	-4%	-2%	1%	-10%	-6%	14%[38.3 µM]
O=[N+]([O-])c1cc(S(=O)(=O)Nc2ccccc2)ccc1NCc1ccccc1	-12%	5%	1%	-12%	-8%	8%[1.9 µM]	2%
O=C(CSc1ccc2nnc(-c3ccccc3)n2n1)N1CCCc2ccccc21	0%	1%	-9%	2%	-1%	5%[10 µM]	16%
N#Cc1cc(-c2ccccc2)cn(Cc2c(Cl)cccc2Cl)c1=O	2%	-1%	4%	?	-3%	-8%[10 µM]	14%[38.3 µM]
CCn1cc([N+](=O)[O-])c(C(=O)N2N=C(c3ccc4ccccc4c3)CC2c2ccccc2O)n1 (centres undefined)	-5%	-9%	7%	-11%	-23%	-3%[10 µM]	9%
O=C(NC1CC1)C1CCN(C2CCN(C(=O)Cc3ccc(F)cc3)CC2)CC1	1%	-9%	16%	-6%	-8%[9.22 µM]	16%[10 µM]	6%
COC(=O)c1ccc(NS(=O)(=O)c2ccc(Cl)cc2)o1	1%	-4%	-7%	3%	15%	-29%	3%
Cc1cccc(OCCC(=O)NCC(c2ccco2)N2CCCCC2)c1 (centres undefined)	-2%	-8%	8%	-8%	-2%[9.22 µM]	17%	1%[38.3 µM]
Cn1c(=NC(=O)c2ccccc2[N+](=O)[O-])sc2cc(S(C)(=O)=O)ccc21	2%	2%	4%	7%	-8%	nt	-1%
CCn1c(SCC(=O)c2ccc(Br)cc2)nnc1C(C)NC(=O)Cc1ccc(OC)cc1 (centres undefined)	1%	4%	12%	-4%	4%[9.22 µM]	4%	-24%[38.3 µM]
Cc1ccccc1NC1=C(Cl)C(=O)OC1OC(=O)c1ccco1 (centres undefined)	8%	0%	0%	-12%	-8%	-38%	-11%[38.3 µM]
CS(=O)(=O)N1CCC2(CC1)CN(c1cccc(-c3ccccc3)c1)C2	nt	-1%	-12%	nt	nt	14%	-1%
O=c1c(-c2cccs2)nc2cncnc2n1-c1ccccc1	nt	6%	64%[activator]	nt	nt	-23%	-15%

# Some of the compounds tested (hit frequency here may not be typical).
